NPR1 activator: GC-A (human) enzyme activation; P16066; hit rate 0.14% among 370,000; activation, % at 10 µM; HEK293 GC-A cells, cGMP TR-FRET, EC30 ANP; 0% at EC30 ANP, 100% saturating ANP; AID 1671463; in the data active = activation above about 40%
ASAP1 GAP inh: ASAP1 ArfGAP inhibition; hit rate 0.19% among 360,000; inhibition, % at 16.5 µM; AID 624377; ASAP1-stimulated ARF1 GTP hydrolysis, GDP FP detection; in the data active = inhibition above about 25%;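 note: 0% = vehicle with enzyme and substrate and 100% = no enzyme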
Target sequence (Q9ULH1 325-724 limits assumed): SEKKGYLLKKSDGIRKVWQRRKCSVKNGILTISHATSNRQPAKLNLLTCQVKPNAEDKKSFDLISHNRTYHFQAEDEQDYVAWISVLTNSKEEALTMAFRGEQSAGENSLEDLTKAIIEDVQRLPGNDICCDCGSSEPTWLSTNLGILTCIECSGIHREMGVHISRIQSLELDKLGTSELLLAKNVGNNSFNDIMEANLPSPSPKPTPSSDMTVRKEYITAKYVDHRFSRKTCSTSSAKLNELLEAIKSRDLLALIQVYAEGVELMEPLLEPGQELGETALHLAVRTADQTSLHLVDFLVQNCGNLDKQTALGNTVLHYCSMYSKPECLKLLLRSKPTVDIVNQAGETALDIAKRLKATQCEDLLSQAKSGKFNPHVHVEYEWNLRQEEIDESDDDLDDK
NPR2 activator: GC-B (human) receptor activation; P20594; HEK293-GC-B cells, CNP EC30, cGMP TR-FRET; 0% at EC30 CNP, 100% saturating CNP; activation, % at 10 µM; hit rate 0.11% among 370,000;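 active = activation at 10 µM reaching about 35% in either raw or pattern-adjusted values, limit read from the data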
HTRA1 inh: HTRA1 (human) protease inhibition. Q92743. recombinant HTRA1, FP-rhodamine activity-based probe, fluorescence polarization. inhibition, % at 5.96 µM. hit rate 0.5% among 340,000; in the data active = inhibition above about 36%;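 note: 0% = enzyme with DMSO and 100% = wells lacking enzyme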
PG9 Ab binder: PG9 antibody binding by small molecule. TR-FRET gp120-PG9 antibody binding. inhibition, % at 6.7 µM. hit rate 0.43% among 360,000. AID 624416; in the data active = inhibition above about 8.5%
SMARCA2 act: activators of SMARCA2 function; MG213 cells, MMTV-luciferase reporter, dexamethasone, overnight; activation, % at 9.1 µM; hit rate 1% among 370,000; in the data active = activation above about 7.8%;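 note: 0% = vehicle wells and 100% = reference activator wells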
ARFGAP1 inhibitor: inhibitors of rat ARFGAP1 | Q62848 | Arfgap1-stimulated ARF1 GTP hydrolysis, GDP FP detection | inhibition, % at 16.5 µM | hit rate 0.26% among 360,000;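 active = inhibition above a per-plate limit, mean inhibition of low control wells plus 3 SD, cut at about 25% in these data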;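 note: 0% = DMSO wells with enzyme and 100% = wells lacking Arfgap1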
Target sequence (Q62848 1-136 limits assumed): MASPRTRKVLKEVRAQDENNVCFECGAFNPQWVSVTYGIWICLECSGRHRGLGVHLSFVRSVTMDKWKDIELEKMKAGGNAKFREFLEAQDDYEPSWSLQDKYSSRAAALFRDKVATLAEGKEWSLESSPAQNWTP
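System: truncated rat Arfgap1 GAP domain / Benchmarks: high control wells lacking Arfgap1, low control full reaction with DMSO / Times: compound-enzyme preincubation 20 min, reaction 120 min, detection 60 min, 25 °C / Repeats: one replicate per compound / Also added: human ARF1(Δ1-17)-GTP substrate / Measured by: Tracer-displacement fluorescence polarization with EDTA stop, 620/688 nm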
NR1D1 modulator: modulates human Rev-erb alpha binding to DNA. P20393. Rev-erbα–FITC-DNA binding, fluorescence polarization, 90 min. activity, % at 10 µM. hit rate 0.79% among 370,000;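 active = activity above about 14%, limit read from the data; passing the limit was not always enough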;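 note: 0% = DMSO wells with 35 nM protein and 100% = DMSO wells with 750 nM protein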
rCAG binder: binds r(CAG) RNA repeats | r(CAG) RNA repeat, TO-PRO-1 dye displacement fluorescence | inhibition, % at 3 µM | hit rate 1.3% among 370,000;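 active = inhibition above the plate cutoff, the mean of all test compounds on that plate plus 3 SD, cut at about 35% in these data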;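 note: 0% = DMSO alone and 100% = 100 µM mitoxantrone as full dye displacement; higher means more dye released from RNA so lower well fluorescence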
mABHD4 FP: inhibits mouse alpha/beta hydrolase domain 4; Q8VD66; purified mABHD4, FP-Rh probe fluorescence polarization; hit rate 0.54% among 370,000; inhibition, % at 8.92 µM;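 active = inhibition exceeding the mean over every tested compound plus 3 SD, cut at about 30% in these data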;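 note: 0% = plate median of compound wells and 100% = S159A mutant with DMSO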
Target sequence (Q8VD66 whole entry, looked up, the tested form may be a part): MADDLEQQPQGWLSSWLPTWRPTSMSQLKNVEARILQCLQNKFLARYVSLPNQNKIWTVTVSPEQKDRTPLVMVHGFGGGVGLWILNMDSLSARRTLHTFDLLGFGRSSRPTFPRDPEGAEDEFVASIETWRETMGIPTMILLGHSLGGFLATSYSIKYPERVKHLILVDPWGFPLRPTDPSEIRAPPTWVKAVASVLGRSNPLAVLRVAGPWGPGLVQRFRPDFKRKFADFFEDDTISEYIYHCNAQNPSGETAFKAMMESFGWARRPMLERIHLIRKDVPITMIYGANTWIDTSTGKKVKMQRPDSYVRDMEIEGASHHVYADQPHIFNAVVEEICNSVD
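Assay system: mABHD4 protein; medium: HEPES pH 7.0, NaCl, Pluronic buffer; dosing: 8.92 µM, single dose; schedule: 45 min + 60 min at 25 °C; signal: FP readout, ex 525 nm / em 598 nm; read-out: normalized percent inhibition of probe labeling; repeats: single replicate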
Active calls of the source: *; · = not tested or not shown.

SMILES | NPR1 activator | ASAP1 GAP inh | NPR2 activator | HTRA1 inh | PG9 Ab binder | SMARCA2 act | ARFGAP1 inhibitor | NR1D1 modulator | rCAG binder | mABHD4 FP
COc1ccccc1S(=O)(=O)N(C)C[C@@H]1Oc2ncc(-c3ccc(C)cc3)cc2C(=O)N([C@H](C)CO)C[C@@H]1C | 0.5 | -7.2 | 0.7 | 2.9 | 1.9 | -6.0 | 10.7 | -7.4 | 3.2 | 8.8
COc1ccccc1OCCn1cc(/C=C(\C#N)C(=O)NCc2cccs2)c2ccccc21 | -12.3 | 2.6 | -8.5 | -7.1 | 0.0 | -4.2 | 11.7 | 1.4 | 6.8 | 11.3
CC(C)CN(CC(C)C)C(=O)CN1C(=O)NC2(CCCc3ccccc32)C1=O (configuration not stated) | 6.6 | 6.8 | 1.4 | 1.2 | -2.9 | -3.1 | -0.6 | -2.8 | -7.5 | 2.6
Cc1ccc(-n2nnc(-c3cnc4ccccc4c3)n2)cc1 | -2.7 | 0.2 | 1.2 | -11.9 | -1.6 | 6.6 | 17.7 | 7.2 | 2.8 | 2.0
O=C(O)c1cc(S(=O)(=O)N2CCN(S(=O)(=O)c3ccccc3)CC2)ccc1Cl | -0.4 | 2.5 | 9.1 | -6.5 | -2.1 | -2.2 | 6.4 | -0.4 | 0.2 | 5.7
Cc1c(C(=O)OCC(=O)NCCc2ccc(S(N)(=O)=O)cc2)oc2ccccc12 | -2.9 | -1.4 | 0.8 | -0.8 | -0.8 | -1.2 | -5.2 | 2.4 | 3.8 | 5.3
Cc1ccc(-c2noc(C3CCCCC3)n2)cc1 | -1.3 | 8.7 | 7.2 | 6.9 | 0.2 | 0.1 | 9.9 | 2.0 | -0.7 | -2.0
COc1ccc(/C=C/C(=O)NCCOc2ccccc2OC)cc1 | 2.6 | 8.6 | 2.1 | -1.6 | -0.3 | -0.4 | 4.3 | -3.0 | -2.4 | 4.0
COc1ccc(CCNC(=O)C2(C)CCC(=O)N2Cc2ccc(C)cc2)cc1OC (configuration not stated) | -2.7 | 3.1 | 0.8 | 2.9 | -1.7 | -0.9 | -4.1 | 6.0 | -3.3 | 5.3
C(=N\Nc1ccc2ccccc2n1)/c1ccc2c(c1)OCO2 | -1.5 | 3.8 | 4.8 | 1.8 | -1.5 | 1.0 | -3.4 | -3.0 | 5.3 | -1.2
CN1C(=S)N2CCCN2C1c1ccccc1 (configuration not stated) | 0.9 | -5.3 | 5.0 | 0.5 | -0.7 | -1.6 | 8.7 | -2.5 | -2.4 | 5.0
Cc1c(NC2=NC(C)(C)Cc3ccccc32)c(=O)n(-c2ccccc2)n1C | -0.3 | -0.1 | -1.9 | 1.0 | -2.1 | 1.5 | 11.1 | -2.4 | -2.8 | -3.0

Retrieved by compound from the list above, 2 records:
SMILES | NPR1 activator | ASAP1 GAP inh | NPR2 activator | HTRA1 inh | PG9 Ab binder | SMARCA2 act | ARFGAP1 inhibitor | NR1D1 modulator | rCAG binder | mABHD4 FP
CC(C)CN(CC(C)C)C(=O)CN1C(=O)NC2(CCCc3ccccc32)C1=O (configuration not stated) | 6.6 | 6.8 | 1.4 | 1.2 | -2.9 | -3.1 | -0.6 | -2.8 | -7.5 | 2.6
COc1ccccc1OCCn1cc(/C=C(\C#N)C(=O)NCc2cccs2)c2ccccc21 | -12.3 | 2.6 | -8.5 | -7.1 | 0.0 | -4.2 | 11.7 | 1.4 | 6.8 | 11.3

(more compounds)
SMILES | NPR1 activator | ASAP1 GAP inh | NPR2 activator | HTRA1 inh | PG9 Ab binder | SMARCA2 act | ARFGAP1 inhibitor | NR1D1 modulator | rCAG binder | mABHD4 FP
CCOc1ccccc1-c1cc(-c2ccc(OC)cc2)nc2c1c(=O)n(C)c(=O)n2C | -2.6 | 1.5 | 8.1 | -3.8 | -1.8 | 1.4 | -4.8 | 9.6 | 1.7 | 1.8
COc1ccc([C@H]2CC(=O)C=C(c3cc(Cl)cc(Cl)c3)C2)cc1 | -2.5 | -15.9 | 7.1 | -44.9 | -0.7 | -0.3 | 0.9 | -4.1 | 1.7 | -3.3
Cc1ccc(S(=O)(=O)CCN2C=CC(C(F)(F)F)=NCC2)cc1 | -2.8 | 12.4 | -2.2 | · | -1.8 | -4.5 | 5.5 | 2.5 | -0.3 | -3.0
O=C(Nc1ccc2c(c1)OCO2)c1ccc(Cl)cc1Cl | 3.6 | 3.8 | 1.4 | -1.3 | -2.5 | 3.0 | -10.4 | 2.4 | -1.8 | 5.1
COc1ccc(-n2c(Cc3cccn3C)nnc2SCC(=O)N2CCCC2)cc1 | 0.9 | 3.2 | -0.2 | -9.9 | -2.1 | -1.0 | 6.9 | -1.6 | 2.7 | 0.2
NC(=O)c1c(NC(=O)c2cccnc2)sc2c1CCCCC2 | -4.1 | 0.8 | 3.4 | 1.9 | 4.5 | 0.1 | 1.8 | -1.9 | -0.4 | 10.2
Cc1cc(C)nc(NC(=O)c2ccc(OC(C)C)cc2)n1 | 2.1 | 9.3 | -5.7 | -1.6 | -0.6 | -0.5 | -3.7 | -1.7 | -1.0 | 3.8
Cc1cc2c(cc1C)C(=O)CCC2 | -1.1 | -1.5 | 0.5 | 1.9 | -1.0 | -3.8 | 4.0 | 0.0 | -1.0 | 6.2
CCn1ncc(Br)c1C(=O)NC1CCCCCCC1 | -0.6 | -0.9 | 4.3 | 4.3 | -0.4 | -5.5 | -7.8 | 0.4 | -10.1 | 0.2
CCCNC(=O)C1(C)CCCN(C(=O)c2cccc(C#N)c2)C1 (configuration not stated) | -0.9 | -6.0 | 3.7 | · | -0.8 | -3.1 | 5.5 | 3.5 | -0.1 | 1.8
CCCN(CCC)C(C(=O)Nc1cccc(OC)c1)c1ccccc1 (configuration not stated) | -11.8 | -5.1 | -7.9 | -60.1 | 1.1 | -4.8 | 7.4 | 2.5 | -5.0 | -10.7
O=C(C1CCCO1)N(c1cccc(Cl)c1)C1C=CS(=O)(=O)C1 (configuration not stated) | -2.6 | 0.1 | 1.5 | -3.9 | -1.7 | -1.3 | 4.3 | -0.7 | 0.1 | -6.2
CC(=O)N1CCN(C(=O)c2ccccc2NS(=O)(=O)c2ccc(F)cc2)CC1 | -1.1 | -2.0 | 1.3 | 0.4 | 0.9 | -1.4 | -6.7 | 7.1 | 0.6 | 2.4
O=C(O)C1C2C=CC(C3CC23)C1C(=O)N1CCc2ccccc21 (configuration not stated) | -3.6 | 6.9 | 0.3 | 13.4 | 3.0 | -3.5 | 9.9 | -4.5 | 1.5 | -5.5
O=C(Oc1ccc(N2C(=O)C3C4CCC(C4)C3C2=O)cc1)c1ccco1 (configuration not stated) | 2.9 | -6.7 | 3.0 | -0.9 | 1.8 | -0.8 | -6.5 | 3.5 | -6.2 | 4.9
CCCC(c1nnnn1C(C)(C)C)N1CCN(Cc2ccccc2)CC1 (configuration not stated) | -9.3 | 7.8 | -1.2 | 1.5 | 0.2 | -4.5 | 8.7 | -3.0 | -7.2 | 5.5
CCN(CC(=O)Nc1c(F)cccc1F)C(=O)c1cnc(C)cn1 | 1.2 | 11.8 | 0.4 | 0.5 | -0.5 | -2.0 | 6.7 | -1.0 | 7.3 | 0.5
CC(=O)c1c[nH]c(C(=O)NC2CCCCCC2)c1 | 1.5 | -14.5 | 2.6 | 2.7 | -1.8 | -1.1 | -14.1 | -2.6 | -1.0 | -5.7
Cc1ccccc1OCC(O)Cn1c(Br)nc2c1c(=O)[nH]c(=O)n2C (configuration not stated) | -2.4 | 5.0 | -0.1 | 0.6 | -1.7 | -1.6 | 3.8 | 3.9 | -4.6 | 3.5
O=C(NC(=S)Nc1ccc(N2CCCC2)cc1)c1ccc(F)cc1 | 2.4 | 5.0 | -1.0 | 4.9 | -0.8 | -0.1 | 9.5 | 1.9 | 1.9 | 9.5
S=C(Nc1ccc2nccnc2c1)N1CCOCC1 | -1.0 | 15.6 | 3.8 | 0.9 | -3.4 | 6.8 | -5.7 | -2.5 | -0.6 | 0.8
CCN(CC)S(=O)(=O)c1cc(NC(=O)c2n[nH]c(=O)c3ccccc23)ccc1C | 3.1 | -2.0 | 3.8 | -14.1 | -1.4 | 2.9 | -1.9 | 0.5 | 1.2 | -6.5
O=C(NC1CCCC1)C1c2ccccc2OCC(=O)N1Cc1cccnc1 (configuration not stated) | -6.6 | -17.3 | -10.0 | · | 0.7 | -7.6 | 9.8 | 5.6 | 1.9 | 2.0
O=C(CNS(=O)(=O)c1ccc(Cl)cc1)N1CCN(c2ccc(F)cc2)CC1 | -3.8 | -8.2 | 5.9 | 2.1 | -1.3 | -1.5 | -16.8 | -7.4 | 0.9 | 2.2
Cc1[nH]c2ccccc2c1Cc1nnc(SCC(=O)NCc2ccco2)o1 | -0.1 | -15.6 | -0.3 | -1.9 | 2.1 | -1.4 | -9.1 | -3.1 | 3.1 | 1.1
CC(C)=C(NC(=O)c1ccccc1)C(N)=O | -1.9 | -3.6 | -5.9 | 2.6 | 0.1 | -4.0 | -6.0 | -2.0 | -2.2 | -0.4
Cc1ccc([C@H]2C[C@@H](O)[C@H](n3cc(-c4ccc(F)cc4)nn3)CN2C(=O)c2cccs2)cc1 | -2.5 | -0.2 | -0.2 | -27.6 | -3.7 | -4.2 | 18.8 | -1.1 | 2.4 | -9.2
CCCC(C)C(=O)Nc1ccc(S(=O)(=O)Nc2nccs2)cc1 (configuration not stated) | 2.6 | 8.6 | 0.3 | 1.0 | -1.7 | 1.4 | -0.9 | 0.9 | 9.5 | -0.8
CSCCCNC(=S)N1CCN(c2ccc(C(C)=O)cc2)CC1 | -2.3 | 4.3 | 0.4 | -2.0 | -2.8 | -1.6 | -14.0 | -0.3 | -2.2 | -0.7
COc1ccc(-c2ccnc3cc(C(=O)O)nn23)cc1 | 2.4 | -13.4 | -3.2 | 5.9 | 0.7 | -1.9 | -1.3 | -5.5 | -0.2 | 4.2
COc1cccc(OCC(=O)NNC(=O)C(=O)N2CCCC2)c1 | -3.5 | -3.6 | 0.6 | 1.5 | -0.6 | -2.5 | 7.2 | -0.2 | 0.5 | 4.0
CC(C)C12CN3CC(C(C)C)(CN(C1)C3(C)C)C2=O | -0.5 | 3.9 | 5.0 | 0.2 | 0.9 | -5.6 | -8.7 | 3.7 | -1.4 | -10.5
CS(=O)(=O)N1CCN(c2ccccc2NC(=S)NC(=O)c2cccs2)CC1 | -6.5 | 0.2 | -2.1 | -9.9 | -0.8 | -2.9 | -7.0 | -0.6 | 0.1 | -0.8
COC(=O)c1sc(NC(=O)c2cc(-c3ccccc3)nc3ccccc23)c(C#N)c1C | 4.5 | 0.2 | 4.6 | -9.2 | 0.0 | -1.0 | 14.1 | 3.1 | 27.1 | 10.8
CCOCCCN1CN(S(=O)(=O)c2ccc(Cl)cc2)c2nc3ccccc3nc21 | 1.2 | 8.7 | -3.1 | 2.7 | 0.6 | -1.6 | -8.0 | -4.3 | 3.5 | 3.0
COc1ccccc1NS(=O)(=O)c1cc(NC(=O)c2ccc(NC(C)=O)cc2)ccc1N1CCOCC1 | -1.8 | 9.6 | 3.5 | -51.1 | -0.1 | 17.5* | 3.3 | 9.6 | 9.9 | -60.2
CC(NC(=O)N(Cc1ccccc1)Cc1ccc2c(c1)OCO2)(C(F)(F)F)C(F)(F)F | -2.5 | -3.5 | -2.5 | -4.6 | 0.3 | -1.4 | -1.1 | -2.5 | -0.1 | -2.2
COc1ccc(CN2CCCC(C(=O)c3ccc4c(c3)OCO4)C2)c(F)c1 (configuration not stated) | -3.5 | 4.8 | 1.7 | 5.0 | 1.3 | -2.3 | 0.4 | -2.0 | -4.2 | -4.2

Screening results: PubChem BioAssay, several laboratories
